# Screening data from PubChem.
# V-ATPase pH – regulators of yeast V-ATPase proton pumping, primary screen, pHLuorin cytosolic pH fluorescence; S. cerevisiae; response, % at 10 µM; 350,000 tested, 0.37% active; in the data active means response mostly above about 7.3%, no sharp cut-off; inactive means mostly below about 5.4%; further: actives read high; inactives centre near 0; some compounds called inactive have numbers as strong as hits; reference of the scale not given here
# MITF act – activators of MITF-driven TRPM1 promoter reporter, primary screen, cell-based, SK-MEL-5, luciferase, single point; SK-MEL-5 TRPM1-promoter luciferase, 24 h; % of positive control, neutral wells = 0; activation, % at 12.5 µM; 300,000 tested, 0.75% active; AID 588334, 2011;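 active means mean activation of at least 80% with every replicate also reaching 80%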;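 further: 0% = neutral control wells and 100% = parthenolide positive control wells; values of inactives mirror those of a sister screen read the other way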
# CAL PDZ FP-1 – CAL PDZ peptide-binding inhibitors, primary screen, biochemical, fluorescence polarization, Cer-tagged CAL PDZ, HTS. Golgi-associated PDZ and coiled-coil motif-containing protein (Homo sapiens), Q9HD26. purified CAL PDZ, TMR-peptide fluorescence polarization, 1 h. inhibition, % at 20 µM. 330,000 tested, 0.02% active. AID 504414, 2011;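 active means highest replicate inhibition of at least 40%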;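 further: plate controls were DMSO neutral control wells for no effect and unlabeled competitor peptide control wells for full effect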
#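 System: tagged CAL PDZ domain. Schedule: 1 h room-temperature incubation prior to read. Signal: fluorescence polarization (mP). Measure: percent inhibition from loss of millipolarization.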
# Rtt109 HAT inh – inhibitors of C. albicans Rtt109/Vps75 HAT, primary screen, biochemical, ThioGlo CoA-SH fluorescence, plate reader; Histone acetyltransferase RTT109 (Candida albicans (strain SC5314 / ATCC MYA-2876)), …; purified Rtt109/Vps75, 4 h; inhibition, % at 34.9 µM; 330,000 tested, 0.16% active; AID 540336, 2011;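 active means inhibition of at least 50% in every replicate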
# Target sequence (Q5AAJ8 whole entry, looked up): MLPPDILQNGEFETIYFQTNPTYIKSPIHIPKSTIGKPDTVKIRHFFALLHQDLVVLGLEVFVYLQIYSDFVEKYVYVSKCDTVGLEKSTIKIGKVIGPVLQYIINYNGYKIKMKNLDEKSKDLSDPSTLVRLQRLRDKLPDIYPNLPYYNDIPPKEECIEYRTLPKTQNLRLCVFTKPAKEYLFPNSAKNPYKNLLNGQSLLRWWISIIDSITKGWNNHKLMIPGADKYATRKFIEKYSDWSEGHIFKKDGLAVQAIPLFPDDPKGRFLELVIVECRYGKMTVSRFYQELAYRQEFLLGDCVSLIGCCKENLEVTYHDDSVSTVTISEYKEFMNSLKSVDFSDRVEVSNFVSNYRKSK
# RTF Ca sens act – cardiac RTF calcium sensitivity activators, primary screen, biochemical, IANBD-TnC fluorescence, EC20 calcium; Troponin I, cardiac muscle (Homo sapiens) + Troponin T, cardiac muscle (Homo sapiens) + …; activation, % at 7.2 µM; IANBD-labeled TnC RTF fluorescence at EC20 calcium; 0% EC20 calcium, 100% full calcium; 340,000 tested, 0.24% active;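 active means activation above the mean over all tested compounds plus 3 SD, cut at about 30% in these data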;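 further: rise in fluorescence read as greater calcium sensitivity of cardiac thin filaments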
# CAL PDZ FP-2 – untagged CAL PDZ binding inhibitors, primary screen, biochemical, fluorescence polarization, HTS; Golgi-associated PDZ and coiled-coil motif-containing protein (Homo sapiens), Q9HD26; purified CAL PDZ, TMR-peptide fluorescence polarization, 1 h; inhibition, % at 24.9 µM; 300,000 tested, 0.92% active; AID 602252, 2012;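 active means mean inhibition of at least 30% with at least half of replicates also reaching 30%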;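 further: 0% = DMSO neutral control and 100% = excess unlabeled competitor peptide PRC23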
# dFosB act – activators of delta FosB homodimer, primary screen, biochemical, fluorescence polarization, TAMRA-CDK5 oligo, single point; Protein FosB (Mus musculus), P13346; purified delta FosB; percent of positive-control signal above neutral wells; activation, % at 25 µM; 340,000 tested, 0.99% active; AID 493131, 2011;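 active means mean activation above about 17%, with every replicate also reaching it, limit read from the data, passing the limit was not always enough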;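 further: fluorescence polarization rise as delta FosB binds a TAMRA Cdk5 AP-1 oligo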
# Target sequence (P13346 whole entry, looked up): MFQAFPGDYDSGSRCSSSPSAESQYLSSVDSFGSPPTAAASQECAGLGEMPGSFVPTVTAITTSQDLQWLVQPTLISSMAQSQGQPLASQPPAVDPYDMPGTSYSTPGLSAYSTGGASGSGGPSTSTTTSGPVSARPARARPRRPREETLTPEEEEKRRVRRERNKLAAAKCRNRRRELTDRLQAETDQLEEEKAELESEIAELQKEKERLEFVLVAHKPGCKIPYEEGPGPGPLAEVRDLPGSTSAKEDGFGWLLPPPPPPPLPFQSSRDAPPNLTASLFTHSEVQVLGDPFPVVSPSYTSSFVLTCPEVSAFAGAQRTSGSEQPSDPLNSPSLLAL
# CDK5 inh – inhibitors of human CDK5/p35 kinase, primary screen, biochemical, single concentration; AID 488839, 2010; inhibition, % at 10 µM; Recombinant CDK5/p35, ADP-Glo luminescence, 60 min; 330,000 tested, 0.01% active;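 active means highest replicate inhibition of at least 50% and at least 75% of replicates reaching 50%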;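 further: plate controls were DMSO neutral control for no effect and GW8510 at 10 µM for full effect; many of its hits are not listed in these tables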
# Wnt bcat act – Wnt/beta-catenin pathway activators, primary screen, cell-based, plate reader, single point; AID 743398, 2014; Wnt/beta-catenin reporter cell assay, activator; activation, % at 9.35 µM; 300,000 tested, 1.2% active; in the data active means activation above about 30%, passing the limit was not always enough;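 further: 0% = neutral control wells and 100% = positive control wells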
# Tat transport – E. coli Tat export inhibitors, primary screen, MC4100, TorA-mCherry reporter, fluorescence, single point; inhibition, % at 10 µM; 340,000 tested, 0.036% active;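 active means mean replicate inhibition at least 50% and at least half of replicates individually reaching 50%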;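 further: exported cargo escapes ClpAP degradation while cytoplasmic cargo is degraded and loses fluorescence; 0% = median of neutral control wells and 100% = median of NaSCN control wells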
# Starred values were filed as active, the others as inactive; · = not tested or not shown.
# Every second line gives: V-ATPase pH	MITF act	CAL PDZ FP-1	Rtt109 HAT inh	RTF Ca sens act	CAL PDZ FP-2	dFosB act	CDK5 inh	Wnt bcat act	Tat transport
O=C(CSc1ncccc1C(=O)O)NCc1ccc(F)cc1
→ 4	10	-0.9	-5	-3	3	15	0.4	-2	-8
CS(=O)(=O)Nc1ccc(Br)cc1C(=O)c1ccccc1
→ 1	·	0.4	4	5	-1	-5	0.1	-8	5
O=C(O)C1C(C(=O)Nc2ccc(Cl)cc2)C2C=CC1C21CC1 (configuration not stated)
→ 0	·	0.5	-5	-3	-3	1	0.9	0	-3
CC1CCN(C(CNS(=O)(=O)c2ccccc2)c2ccccc2)CC1 (configuration not stated)
→ -2	2	-2.0	9	-1	·	-11	1.4	6	-14
CCOC(=O)c1c(C)c(C(=O)Nc2ccc(F)cc2)c(C)n1C
→ -2	8	-0.9	-3	-1	-1	-1	0.0	1	-10
O=C(NCCN1CCOCC1)Nc1ccc(F)cc1
→ 3	5	-0.7	15	2	·	4	0.4	0	-5
Cn1cnnc1SCC(=O)NC1CCCCCC1
→ 5	-10	0.9	12	3	2	-6	-0.8	-1	5
O=C(/C=C/c1ccc(F)cc1)NC(=S)NNC(=O)c1cnccn1
→ -5	·	-0.5	4	-4	-1	-14	0.4	-1	-6
CN(CC(=O)Nc1cccc(S(=O)(=O)NC2=NCCC2)c1)Cc1ccccc1Cl
→ 0	13	0.0	11	2	-3	-2	0.8	-4	-6
CN1CCN(C(=O)/C(=C/c2ccc(F)cc2)c2ccsc2)CC1
→ 1	-5	0.3	-2	3	-3	0	-0.4	1	6
Brc1ccccc1/C=N/N1CCCCC1
→ 6	3	0.0	-4	-2	0	4	0.2	-2	3
CCOc1ccc(C2N(c3cc(C)on3)C(=O)C3CCCN32)cc1OC (configuration not stated)
→ -2	-1	-0.7	-17	-2	1	-6	-2.7	·	2
Cc1cc(C(=O)COc2ccc(C#N)cc2)c(C)n1-c1ccc2c(c1)OCO2
→ -2	-20	0.5	-1	9	-1	-8	-3.1	3	-9
COc1cccc(CN(C)C(=O)CN2C(=O)NC(c3ccccc3)(c3ccccc3)C2=O)c1OC
→ -5	-4	-1.0	13	-3	·	-5	0.7	-3	3
O=C(NCc1ccccc1F)c1ccc(S(=O)(=O)N2CCCCCC2)cc1
→ -3	-4	-1.0	-7	0	-3	-5	0.1	-1	-4
S=C(Nc1ccc2nc(-c3ccccn3)c(-c3ccccn3)nc2c1)N1CCOCC1
→ -2	3	-3.2	-26	13	-9	-3	0.7	-10	-8
CCOC(=O)c1c(NC(=O)COC(=O)Cn2cnc3ccccc32)sc(C)c1C
→ -1	-1	0.0	-7	-3	-4	3	-0.9	0	-8
CC(C)CCNC(=O)C1CCCN(S(=O)(=O)c2ccc(-n3cnnn3)cc2)C1 (configuration not stated)
→ 0	-8	-1.3	-4	-1	-4	-5	-0.8	-1	-3
CCOC(=O)CSc1nc2ccccc2n1CC(=O)NC(C)(C)C
→ -2	8	0.8	-3	-2	·	-5	-0.6	-3	2
O=C(O)CCC(=O)OC1CC2CCC1C2 (configuration not stated)
→ -4	·	-0.6	·	5	3	-2	-2.7	·	4
CCN(CC(=O)Nc1ccccc1C(F)(F)F)C(=O)c1ccc2c(=O)n3c(nc2c1)CCC3
→ 3	15	-0.1	5	0	11	-8	-2.5	2	-3
Cc1ccccc1NC(=S)N(CCCN1CCCCC1)Cc1ccco1
→ 0	4	0.2	12	5	·	1	-0.4	·	-12
CCC1CCCCN1CCCNC(=O)c1csc2c1CCCCC2 (configuration not stated)
→ -2	7	-3.1	-1	-1	-3	-2	0.1	-3	0
CCOc1cc(CNC(=O)CCCn2c(=O)c3cccn3c3cccnc32)cc(OCC)c1OCC
→ 2	11	-3.7	-1	-3	4	-10	-0.2	0	-6
C[C@H](NC(=O)C1CCN(C(=O)[C@H](Cc2ccccc2)NC(=O)OC(C)(C)C)CC1)C(=O)O
→ 3	-1	·	-4	-2	-5	-2	0.5	1	-3
COc1ccc(-c2nnc(SCC(=O)N3CCCCC3)o2)cc1
→ 3	35	0.3	1	-1	-5	-16	1.1	5	1
CN(C)C(CNC(=O)c1ccc2ccccc2n1)c1ccccc1 (configuration not stated)
→ -1	13	-0.8	4	-1	·	-5	0.1	1	-3
CCN(CC(=O)NC1CCS(=O)(=O)C1)S(=O)(=O)c1cc(Br)ccc1Br (configuration not stated)
→ 2	-2	-1.6	0	-3	-1	-5	1.4	1	4
COc1ccc(/C=N/NC(=O)C(=O)N2CCCC2)cc1OC
→ -2	-20	-0.8	4	4	1	3	1.2	·	-1
COc1ccc(C)cc1S(=O)(=O)N(CC(=O)N1CCOCC1)Cc1ccccc1
→ -3	8	-2.4	-1	-3	-3	-12	0.7	·	-8
O=C(COC(=O)CCN1C(=O)c2ccccc2C1=O)Nc1ccc(S(=O)(=O)N2CCCC2)cc1
→ 1	·	-2.8	·	2	1	-5	0.7	·	-9
CC12CCC(C(=O)NCc3ccccc3Cl)(OC1=O)C2(C)C (configuration not stated)
→ 0	-5	-1.4	9	0	1	-9	-3.3	3	6
CC1=C/C(=C\c2ccc(Br)o2)C(=O)O1
→ 3	-5	-0.8	7	4	-1	-10	-2.1	-4	-4
CCC(C)(C)n1nnnc1C(c1cc(OC)ccc1OC)N1CCN(Cc2ccccc2)CC1 (configuration not stated)
→ -1	3	-0.6	2	7	-2	-12	-1.5	-4	3
CSc1nc2ccc(NC(=O)CSc3nnc(N)s3)cc2s1
→ -8	45	-2.0	14	8	-19	-1	6.1	-2	-7
O=C(Nc1ccccc1)c1ccsc1
→ 6	13	-0.1	-6	-3	0	-4	0.0	8	-6
CC#CCCCC(=O)Nc1cc(OC)nc(OC)n1
→ -1	9	-0.2	-5	2	·	-3	-0.1	1	-7
Cc1sc(NC(=O)CSc2nnc(C)c(=O)[nH]2)c(C#N)c1C
→ -2	8	-0.2	-8	1	-4	2	0.5	·	2
CCC1(C)Cc2c(C#N)c(N)n(-c3ccccc3)c(=O)c2CO1 (configuration not stated)
→ 3	12	-0.7	6	1	-2	3	-5.7	-1	1
O=C(O)c1ccc(C(=O)C(=O)c2ccccc2)cc1
→ -2	9	-1.4	18	-2	-2	3	1.6	-1	-1
Cc1csc(NC(=O)CSc2nc(=O)cc(N)n2-c2ccc(F)cc2)n1
→ 2	-2	-0.3	15	-2	2	-21	0.9	1	-3
COC(=O)Cn1c2ccccc2c2nc3ccccc3nc21
→ -1	30	-0.2	2	4	·	-32	-2.2	2	-3
Cc1ccsc1/C=C(\C#N)C(=O)Nc1c(C)n(C)n(-c2ccccc2)c1=O
→ -1	-3	-1.4	-2	-4	-3	-1	-1.5	-3	5
CCOC(=O)CCC(NC(=O)CCCC(=O)NC(CCC(=O)OCC)C(=O)OCC)C(=O)OCC (configuration not stated)
→ 1	-9	-2.6	-9	-7	0	-5	1.3	-4	9
Cc1sc2ncn(CC(=O)N(C)C3CCCCC3)c(=O)c2c1C
→ 2	-6	-0.7	0	1	5	-4	0.6	0	0
CCC(=O)NC(Nc1ccccn1)(C(=O)OC)C(F)(F)F (configuration not stated)
→ 2	8	-0.3	-3	3	-2	-5	0.2	·	6
O=C(Nc1ccc(F)cc1)c1ccccc1S(=O)(=O)c1ccccc1[N+](=O)[O-]
→ 0	-8	-0.2	0	1	-3	-3	1.0	-2	-1
O=C(Cn1cc([N+](=O)[O-])ccc1=O)Nc1ccc2c(c1)OCO2
→ -3	-1	0.2	1	-4	-1	-2	0.0	-3	-6
O=C(O)c1ccc2ncc(NC(=O)c3ccc(F)cc3)c(=O)n2c1
→ 5	5	-0.1	5	0	6	-3	0.5	1	2
COc1ccc(-n2c(SCC(=O)c3ccc[nH]3)nnc2-c2ccccc2)cc1
→ 0	-2	-0.2	-6	14	1	0	-1.8	·	9
CC(C)Cn1cnc2c(SCc3ccc(Cl)cc3)nc(N)nc21
→ 2	12	-1.3	0	5	-5	-10	-1.8	-2	-5
COCCN1C(=O)C(=O)/C(=C(/O)c2ccc(S(=O)(=O)N3CCOCC3)cc2)C1c1ccc(OC)c(OC)c1 (configuration not stated)
→ 0	-4	-1.3	-8	0	-4	1	0.6	-4	-5
O=[N+]([O-])c1ccc(C[n+]2cc(-c3ccccc3)n3c2CCCCC3)cc1
→ -2	3	0.5	-1	-4	0	0	-2.1	0	-6
O=C(N/N=C(\c1ccccc1)c1ccccn1)c1ccccc1Cl
→ -3	-57	-3.6	0	-5	-5	-7	-1.9	-6	1
O=C(c1ccccc1)N1N=C(C(F)(F)F)CC1(O)c1ccccc1O (configuration not stated)
→ 6	·	0.3	0	8	-1	-1	1.8	2	-8
CCOC(=O)/C(C#N)=C\c1ccc(CC)s1
→ 0	23	-2.7	-3	-2	0	-6	1.6	0	1
Cc1ccc(CNS(=O)(=O)c2ccc(C(F)(F)F)cc2)n1C
→ -3	·	0.6	-10	·	58*	-5	0.5	0	-1
Cc1ccc(NC(=O)COC(=O)c2nn(-c3ccc(Cl)cc3)cc2O)cc1
→ -4	31	-0.6	-3	-4	-1	-4	-1.2	5	-4
O=S(=O)(c1ccccc1)N1CCN(CCO)CC1
→ -4	3	-1.1	11	0	4	1	-1.5	-1	-9
c1ccc2c(c1)nnn2Cc1nnc2sc(-c3ccncc3)nn12
→ -2	-3	0.7	-12	5	·	-9	-3.6	·	0
CCN(CC(=O)NCc1ccc(Cl)cc1)C(=O)/C=C/c1ccco1
→ 5	-7	-1.5	-11	0	-1	-6	0.8	-1	-3
Cc1nc(Sc2ccc(Cl)cc2)c(C#N)c(C)c1[N+](=O)[O-]
→ 6	·	0.0	-26	3	-5	-6	0.5	-12	5

# Record cards (already shown). Values in the order: V-ATPase pH	MITF act	CAL PDZ FP-1	Rtt109 HAT inh	RTF Ca sens act	CAL PDZ FP-2	dFosB act	CDK5 inh	Wnt bcat act	Tat transport
# Cc1sc(NC(=O)CSc2nnc(C)c(=O)[nH]2)c(C#N)c1C as listed: -2	8	-0.2	-8	1	-4	2	0.5	·	2
# Cc1csc(NC(=O)CSc2nc(=O)cc(N)n2-c2ccc(F)cc2)n1 as listed: 2	-2	-0.3	15	-2	2	-21	0.9	1	-3
# CC12CCC(C(=O)NCc3ccccc3Cl)(OC1=O)C2(C)C (configuration not stated) as listed: 0	-5	-1.4	9	0	1	-9	-3.3	3	6
